# Screens deposited in PubChem by National Center for Advancing Translational Sciences (NCATS).
# TbPYK inhibitor: blocks Trypanosoma brucei pyruvate kinase; Q57TT1; TbPYK enzyme, Kinase-Glo Plus ATP luminescence, 45 min; Potency, µM (doses to about 76.8 µM), for inactives: at the highest dose activity, negative = inhibition, usual class: inhibitors; 410,000 tested, 0.12% active; AID 624173; further: potency means the concentration at half of the fitted maximal effect; nearly all actives have a fitted effect of over 50% in size
#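 ADP (130 uM final) triggers the TbPYK reaction after compound addition; incubation is 45 min at room temperature. Kinase-Glo Plus is then added and luminescence imaged. Normalized data are fitted to concentration-effect curves.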
# HCMV antiviral: inhibitors of human cytomegalovirus; 410,000 tested, 4.5% active; activity change, negative = inhibition, % at 57.5 µM; HFF cells, HCMV-luciferase reporter, 72 h; hits give low values; AID 1259415; in the data active means activity change below about -60%; inconclusive means no clear call, values can overlap the other calls; inactive means above about -39%
#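 Human foreskin fibroblasts infected with luciferase-reporter HCMV at MOI 1 PFU/cell, compounds at two doses. Luciferase measured 72 h post infection; normalized to buffer-only basal and Salinomycin (10uM) controls.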
# AmpC detergent: inhibitors of E. coli AmpC beta-lactamase with detergent; AmpC hydrolysis of nitrocefin, absorbance 480 nm, 0.01% Triton; Potency, µM (series often up to 114 µM), inactives show at the highest dose activity change, negative = inhibition, hits mostly inhibitors; 370,000 tested, 0.041% active;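 further: potency means the concentration at half of the fitted maximal effect; 0% = no-compound wells and -100% = no-enzyme wells; nearly all actives have a fitted effect of over 25% in size; some results filed as inactive show a strong effect at the top dose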
# Target sequence (P00811 whole entry, looked up): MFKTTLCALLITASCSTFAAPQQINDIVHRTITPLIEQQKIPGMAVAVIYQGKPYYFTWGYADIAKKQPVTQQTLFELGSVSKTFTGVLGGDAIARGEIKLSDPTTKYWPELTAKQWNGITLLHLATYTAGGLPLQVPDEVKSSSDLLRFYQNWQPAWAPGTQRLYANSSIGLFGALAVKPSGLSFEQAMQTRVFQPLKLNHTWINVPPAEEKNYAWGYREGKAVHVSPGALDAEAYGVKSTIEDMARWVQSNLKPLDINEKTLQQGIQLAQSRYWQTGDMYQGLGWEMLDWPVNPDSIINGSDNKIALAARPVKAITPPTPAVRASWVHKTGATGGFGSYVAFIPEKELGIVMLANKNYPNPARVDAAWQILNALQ
#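 AmpC (5.3 nM in the dispensed reagent) in 20 mM phosphate pH 7.0 with 0.01% (detergent screen) or 0.0001% Triton X-100 was preincubated with compounds for 15 min at room temperature. Nitrocefin was then added from an 800 uM solution, and hydrolysis was followed at 480 nm.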
# HCV inhibitor: blocks hepatitis C virus; 340,000 tested, 3.4% active; Potency, µM (top dose mostly 41.8 µM), without a hit: at the top dose activity change, negative = inhibition, actives largely listed as inhibitors; Huh7.5.1 HCVcc-Cre infection, luciferase reporter, 44 h; further: potency means the concentration at half of the fitted maximal effect
#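 After 44 h co-culture of compound, cells and HCVcc-Cre (~0.5 moi), substrate is added for 15 min at room temperature and luciferase measured over 15 sec. Cells were seeded at 1,000/well and pre-cultured 4 h.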
# LmPK inh: blocks Leishmania mexicana pyruvate kinase activity; Q27686; purified LmPK, Kinase-Glo ATP luminescence, 1 h; Potency, µM (highest dose often 57.5 µM), for inactives: top-dose activity change, negative = inhibition, hits mostly inhibitors; 290,000 tested, 0.37% active; further: potency means the concentration at half of the fitted maximal effect
# Target sequence (Q27686 whole entry, looked up): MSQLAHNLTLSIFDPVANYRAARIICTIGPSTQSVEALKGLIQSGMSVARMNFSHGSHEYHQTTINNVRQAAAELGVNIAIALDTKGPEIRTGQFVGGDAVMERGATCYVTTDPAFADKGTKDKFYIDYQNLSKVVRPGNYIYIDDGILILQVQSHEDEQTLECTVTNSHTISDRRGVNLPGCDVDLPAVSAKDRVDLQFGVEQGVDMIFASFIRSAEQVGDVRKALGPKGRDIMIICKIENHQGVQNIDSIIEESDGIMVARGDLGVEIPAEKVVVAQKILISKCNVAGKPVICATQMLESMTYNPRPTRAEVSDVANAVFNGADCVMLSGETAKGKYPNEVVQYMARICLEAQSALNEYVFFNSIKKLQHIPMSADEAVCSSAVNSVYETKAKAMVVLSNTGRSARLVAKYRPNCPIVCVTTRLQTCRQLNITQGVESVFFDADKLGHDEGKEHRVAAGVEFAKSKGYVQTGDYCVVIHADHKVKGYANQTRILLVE
#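 In 50 mM imidazole pH 7.2 with 7 mM MgCl2, LmPK (0.1 nM) turned over PEP (0.5 mM) and ADP (0.1 mM) for 1 h at room temperature. Luciferase read-out of ATP.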
# AmpC no deterg: inhibitors of E. coli AmpC beta-lactamase without detergent | 330,000 tested, 0.52% active | AmpC nitrocefin hydrolysis, absorbance 480 nm, 0.0001% Triton | Potency, µM (titrated, usually from 57.1 µM), inactives show at the top dose activity change, negative = inhibition, most hits filed as inhibitors | P00811;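 further: potency means the concentration at half of the fitted maximal effect; plate controls were no compound for no effect and no enzyme for full effect; nearly all actives have a fitted effect of over 20% in size; some results filed as inactive show a strong effect at the top dose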
#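 20 mM phosphate pH 7.0 + 0.01% (detergent screen) or 0.0001% Triton X-100; 5.3 nM AmpC reagent; cpd preinc 15 min RT; nitrocefin (800 uM stock) to start; A480 q20 s × 4 min; Activity was normalised to no-enzyme and no-compound control wells.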
# AMA1-RON2 inh: inhibitors of Plasmodium falciparum AMA1-RON2 interaction | AlphaScreen AMA1-biotinylated RON2 peptide binding | Potency, µM (series often up to 58.2 µM), for the others: at the top dose activity change, negative = inhibition, hits mostly inhibitors | 360,000 tested, 0.2% active | AID 720542;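 further: potency means the concentration at half of the fitted maximal effect; 0% = vehicle wells and -100% = peptide control; nearly all actives have a fitted effect of over 45% in size; some results filed as inactive show a strong effect at the top dose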
#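 AMA1 (3D7) with his tag at 25 nM final met compounds first, then biotinylated RON2 peptide at 25 nM; detection used donor plus acceptor beads, 10 µg/mL apiece, read by AlphaScreen after 30 min at room temperature.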
# An asterisk follows results filed as active; ? = inconclusive; . = not tested or not shown; & = joins results of further samples; [ ] = another dose, or the depositor's remark. Unless noted, the call rests on the fitted dose curve; in most records, active means well fitted curve in the direction sought with a large enough effect; inconclusive means small, poorly fitted or top-dose-only effect, or another doubt; inactive means no such curve, though single readings can be large; an effect the other way counts as inactive or inconclusive. Unless noted, on the % scale 0 is the no-effect control and ±100 the full control effect.
SMILES,TbPYK inhibitor,HCMV antiviral,AmpC detergent,HCV inhibitor,LmPK inh,AmpC no deterg,AMA1-RON2 inh
Cc1cccc(-c2cccc(NC(=O)C3CCCN(C(=O)c4cccnc4)C3)c2)c1 (stereo not drawn),-10%,?,-7%,?,-9%,184%[activator],-6%
CC(C)NC(=O)COc1coc(CN2CCN(C(=O)c3ccco3)CC2)cc1=O,-6%,3,-7%,10%,.,-9%,-26%
O=C(Nc1ccc(Cl)cc1)NC1CCCCC1,-2%,16,?,2%,5%,-7%,14%
CCN(CC)CCNC(=O)c1ccc(NC(=O)c2ccc(S(=O)(=O)N3CCCC3)cc2)cc1,0%,-27,.,7%,.,.,-2%
CCC(=O)N1CCc2cc(CNC(=O)C(CC)c3ccccc3)ccc21 (stereo not drawn),4%,-6,9%,.,.,.,.
CCOC1CCCc2oc(-c3ccc(OC)cc3)c(C#CCCO)c21 (stereo not drawn),-6%,12,.,.,.,.,3%
CCOC(=O)c1c(C)n(C)c2ccc(OCCN(C)C)cc12,-5%,29,1%,10%,-6%,-4%,0%
CC1CCC(NC(=O)C2c3ccccc3C(=O)N2Cc2cccs2)CC1 (stereo not drawn),-8%,-32,0%,-17%,3%,-38%,8%
CC1(C)C[C@H]2C3=CCC4[C@@]5(C)CC[C@H](O)C(C)(C)C5CC[C@@]4(C)[C@]3(C)[C@@H](O)[C@@H](O)[C@@]2(CO)[C@@H](O)[C@@H]1O (stereo partly drawn),5%,-19,.,7%,.,-7%,8%
N=C1C(c2nc(-c3ccc(Br)cc3)cs2)=C(O)CN1NC(=O)c1ccc([N+](=O)[O-])cc1,0%,-102*,1%,2%,3%,-29%,5%
CCCc1nc2nc(C)c(NS(=O)(=O)c3ccc(C4CCCCC4)cc3)c(=O)n2[nH]1,-20%,-13,-18%,9%,2%,-51%,4%
COC(=O)c1ccc(CN2CCN(CC=C(C)C)C(CCO)C2)cc1 (stereo not drawn),-6%,-7,2%,-2%,7%,-31%,-14%
CC1(C)C([N+](=O)[O-])C(c2ccc(Cl)cc2)NC(c2ccc(Cl)cc2)C1[N+](=O)[O-] (stereo not drawn),-1%,-37,9%,1%,4%,-25%,-6%
CCc1cc(-c2n[nH]c(=S)n2C(C)c2ccccc2)cs1 (stereo not drawn),-67%,-15,-3%,5%,14µM*,-8%,22%
COCCCNC(=O)CC1C[C@H](C(=O)N2CCOCC2)[C@@]2(CCC3CCCC3)c3[nH]c4ccc(OC)cc4c3CCN2C1=O (stereo partly drawn),4%,-3,.,-1%,.,7%,-5%
Cc1cc(C)c(S(=O)(=O)N2CCOC2CNC(=O)C(=O)NCCc2c[nH]c3ccccc23)c(C)c1 (stereo not drawn),-1%,1,-8%,?,-2%,-1%,-3%
CCC(C)N(C(=O)c1csnn1)C(C(=O)NC1CCCC1)c1c(F)cccc1Cl (stereo not drawn),-1%,-12,8%,20%,-1%,6%,-2%
Cc1ccc(S(=O)(=O)N2CCC[C@H]2C(=O)Nc2ccc(F)cc2C)cc1,-7%,2,.,-8%,.,2%,-6%
CCC(=O)NC(=S)NNC(=O)c1ccc(NC(=O)c2ccccc2)cc1,-24%,-22,2%,0%,8%,-13%,114%[activator]
COC(=O)c1ccc(CN2C(=O)NC(c3ccccc3)(c3ccccc3)C2=O)o1,-5%,10,-7%,-14%,-1%,-16%,-19%

# 14 structures already listed, ordered by molecular weight, largest number first:
SMILES,TbPYK inhibitor,HCMV antiviral,AmpC detergent,HCV inhibitor,LmPK inh,AmpC no deterg,AMA1-RON2 inh
COCCCNC(=O)CC1C[C@H](C(=O)N2CCOCC2)[C@@]2(CCC3CCCC3)c3[nH]c4ccc(OC)cc4c3CCN2C1=O (stereo partly drawn),4%,-3,.,-1%,.,7%,-5%
CC1(C)C[C@H]2C3=CCC4[C@@]5(C)CC[C@H](O)C(C)(C)C5CC[C@@]4(C)[C@]3(C)[C@@H](O)[C@@H](O)[C@@]2(CO)[C@@H](O)[C@@H]1O (stereo partly drawn),5%,-19,.,7%,.,-7%,8%
N=C1C(c2nc(-c3ccc(Br)cc3)cs2)=C(O)CN1NC(=O)c1ccc([N+](=O)[O-])cc1,0%,-102*,1%,2%,3%,-29%,5%
Cc1cc(C)c(S(=O)(=O)N2CCOC2CNC(=O)C(=O)NCCc2c[nH]c3ccccc23)c(C)c1 (stereo not drawn),-1%,1,-8%,?,-2%,-1%,-3%
CCC(C)N(C(=O)c1csnn1)C(C(=O)NC1CCCC1)c1c(F)cccc1Cl (stereo not drawn),-1%,-12,8%,20%,-1%,6%,-2%
CCCc1nc2nc(C)c(NS(=O)(=O)c3ccc(C4CCCCC4)cc3)c(=O)n2[nH]1,-20%,-13,-18%,9%,2%,-51%,4%
CC1(C)C([N+](=O)[O-])C(c2ccc(Cl)cc2)NC(c2ccc(Cl)cc2)C1[N+](=O)[O-] (stereo not drawn),-1%,-37,9%,1%,4%,-25%,-6%
Cc1ccc(S(=O)(=O)N2CCC[C@H]2C(=O)Nc2ccc(F)cc2C)cc1,-7%,2,.,-8%,.,2%,-6%
CCC(=O)NC(=S)NNC(=O)c1ccc(NC(=O)c2ccccc2)cc1,-24%,-22,2%,0%,8%,-13%,114%[activator]
CC1CCC(NC(=O)C2c3ccccc3C(=O)N2Cc2cccs2)CC1 (stereo not drawn),-8%,-32,0%,-17%,3%,-38%,8%
COC(=O)c1ccc(CN2CCN(CC=C(C)C)C(CCO)C2)cc1 (stereo not drawn),-6%,-7,2%,-2%,7%,-31%,-14%
CCOC1CCCc2oc(-c3ccc(OC)cc3)c(C#CCCO)c21 (stereo not drawn),-6%,12,.,.,.,.,3%
CCc1cc(-c2n[nH]c(=S)n2C(C)c2ccccc2)cs1 (stereo not drawn),-67%,-15,-3%,5%,14µM*,-8%,22%
CCOC(=O)c1c(C)n(C)c2ccc(OCCN(C)C)cc12,-5%,29,1%,10%,-6%,-4%,0%

# Later entries
SMILES,TbPYK inhibitor,HCMV antiviral,AmpC detergent,HCV inhibitor,LmPK inh,AmpC no deterg,AMA1-RON2 inh
COC(=O)c1cc2c(s1)-c1ccccc1CC2,-8%,27,?,?,1%,-31%,39%[activator]
CN1CCN(c2cc(C(F)(F)F)nc(-c3ccccn3)n2)CC1,-2%,-34,0%,5%,7%,-10%,18%
OC1C2CN3CCN(C2)CC1(Cc1ccccc1)C3 (stereo not drawn),0%,-19,-2%,7%,3%,2%,-5%
CCN(Cc1ccccc1)S(=O)(=O)c1ccc(S(=O)(=O)N2CCN(CCC#N)CC2)cc1,5%,-21,?,-14%&4%,1%,-2%,5%
CCOC(=O)C1CCN(CC(O)COC(CC)c2ccccc2)CC1 (stereo not drawn),0%,21,-13%,13%,2%,0%,-2%
COc1ccc(NC(=O)NC2CCCc3ccccc32)cc1OC (stereo not drawn),-3%,-40,6%,?,-7%,-11%,-10%
Cc1ccc(Nc2cc(C)nc(-c3ccccc3)n2)cc1,0%,-24,0%,-8%,2%,0%,-8%
O=C(OC1CSc2nc3ccccc3n2C1)c1ccco1 (stereo not drawn),-20%,-13,?,16%,2%,-14%,0%
CC(O)(c1ccccc1)c1nc(-c2csc3ccccc23)cs1 (stereo not drawn),0%,12,.,.,.,.,12%
COc1ccc(CNC(=O)COC(=O)CCc2c[nH]c3ccccc23)cc1,-2%,-26,6%,?,7%,-2%,12%
COCCNC(=O)C1(C)CCCN(C(=O)c2cnc3ccccc3n2)C1 (stereo not drawn),-3%,28,.,.,.,.,4%
Cc1ccc(-c2n[nH]c(=O)c3ccccc23)cc1S(=O)(=O)NCCN1CCOCC1,-2%,32,-13%,11%,-1%,30%,1%
COc1ccc(S(=O)(=O)c2c(O)c3ccc(C(=O)Nc4ccccc4F)cc3[nH]c2=O)cc1,-3%,25,1%,1%,-1%,-26%,5%
CSc1cccc(NC(=O)CN(C)S(=O)(=O)c2ccc3c(c2)CCCN3C(C)=O)c1,0%,-18,1%,.,.,.,.
Cc1n[nH]c(=O)c2c(NC(=O)CSc3cc(Cl)ccc3Cl)oc(C)c12,-15%,-9,3%,2%,.,-18%,-3%
CC(=O)Nc1cc(NC(C)=O)c(CC(C)C)s1,1%,22,1%,7%,1%,-24%,2%
O=C(CN1C(=O)c2ccccc2C1=O)Nc1nc(-c2cccc([N+](=O)[O-])c2)cs1,.,-24,-9%,.,1%,-31%,.
Cc1cccc(N2CCN(c3ccc(C(N)=O)cc3[N+](=O)[O-])CC2)c1C,-5%,-27,6%,22%,0%,-15%,0%
c1ccc(-n2ncc3c(NCC4CCCO4)ncnc32)cc1 (stereo not drawn),-2%,129,0%,-14%,0%,-13%,21%
CSCCC(NC(=O)C12CC3CC(CC(C3)C1)C2)C(=O)OCC(=O)c1ccc(C)cc1 (stereo not drawn),3%,11,?,29%,0%,-14%,0%
COc1ccc(/C=C/C(=O)OCC(=O)Nc2ccc(S(N)(=O)=O)cc2)cc1OC,5%,33,-12%,4%,5%,-21%,-4%
Cc1[nH]c2ccccc2c1/C=N/NC(=O)c1cc(-c2ccccc2)n[nH]1,5%,?,3%,?,1%,-40%,36%
COc1ccc(NC(=O)CCOc2ccccc2)cc1,-14%,46,-8%,-17%,-2%,-37%,0%
O=C(COc1ccccc1Cl)NCCNC(=O)c1cccnc1,-11%,-19,?,4%,1%,-9%,-5%
Cc1cc(C)c(NC(=O)CS(=O)CC(=O)Nc2ccc(N3CCOCC3)cc2)c(C)c1 (stereo not drawn),-2%,-30,1%,0%,1%,3%,-11%
COC(=O)c1cnc(Nc2nc(C(N)COCc3ccccc3)cs2)nc1C(F)(F)F (stereo not drawn),-9%,72,.,.,.,.,72%[activator]
CCOC(=O)Nc1sc(C)nc1-c1ccccc1,-5%,-7,-18%,-2%,-5%,-17%,1%
COc1ccc(CN2C(=O)C(CC(=O)NCCN3CCOCC3)CC(C(=O)N(C(C)C)C(C)C)=C2C)cc1 (stereo not drawn),11%,-15,.,.,.,.,30%
